High-throughput results from PubChem.
ssDAF-12 act: S. stercoralis DAF-12 nuclear receptor activators, primary screen, cell-based, luminescence, HEK293, GRIP1 co-expression, lit1-tk-luc; Nuclear hormone receptor DAF-12 (Strongyloides stercoralis); activation, % at 6.8 µM; hit rate 1% among 370,000; HEK293 ssDAF-12/GRIP1 lit1-tk-luc reporter; % of 3 µM dafachronic acid response;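 active = activation above the mean over all tested compounds plus 3 SD, cut at about 0.9% in these data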;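 note: 0% = DMSO-only wells and 100% = 3 µM delta7-dafachronic acid wells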
Rev-erbA mod: modulators of Rev-erb alpha DNA binding, primary screen, biochemical, FITC-DNA, fluorescence polarization, uHTS. Rev-erbα–FITC-DNA binding, 90 min. activity, % at 10 µM. Nuclear receptor subfamily 1 group D member 1 (Homo sapiens), P20393. hit rate 0.79% among 370,000;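 active = activity above about 14%, limit read from the data; passing the limit was not always enough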;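 note: 0% = DMSO wells with 35 nM protein and 100% = DMSO wells with 750 nM protein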
PLCg1 inh: PLC-gamma1 enzyme inhibitors, primary screen, biochemical, fluorescence, purified enzyme; 1-phosphatidylinositol 4,5-bisphosphate phosphodiesterase gamma-1 (Homo sapiens), P19174; fluorogenic substrate; inhibition, % at 12.2 µM; hit rate 0.84% among 370,000; AID 720700, 2013; in the data active = inhibition above about 9.5%
PLCb3 inh: human PLC-beta3 inhibitors, primary screen, biochemical, fluorescence; 1-phosphatidylinositol 4,5-bisphosphate phosphodiesterase beta-3 (Homo sapiens), Q01970; Purified PLC-beta3, fluorogenic substrate; inhibition, % at 12.2 µM; hit rate 0.18% among 370,000; AID 720704, 2013; in the data active = inhibition above about 11%;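 note: 0% = median of compound wells on plate and 100% = full blocker control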
SMARCA2 activ: SMARCA2 (BRM) function activators, primary screen, cell-based, luminescence, high throughput; MG213 cells, MMTV-luciferase reporter, dexamethasone, overnight; activation, % at 9.1 µM; hit rate 1% among 370,000; AID 652017, 2013; in the data active = activation above about 7.8%;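 note: 0% = vehicle wells and 100% = reference activator wells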
ADAM17 inh: ADAM17 inhibitors, primary screen, biochemical, QFRET. Disintegrin and metalloproteinase domain-containing protein 17 (Homo sapiens), P78536. recombinant ADAM17, EDANS/DABCYL FRET peptide cleavage. inhibition, % at 6.95 µM. hit rate 0.83% among 370,000;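 active = inhibition above the mean of compounds lying between control limits plus 3 SD, set per campaign, cut at about 8.5% in these data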;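 note: 0% = DMSO-only wells as the low control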
hcDAF12 agonist: H. contortus DAF-12 nuclear receptor activators, primary screen, cell-based, luminescence, HEK293, lit1-tk-luc reporter | HEK293 hcDAF-12 lit1-tk-luc reporter; 0% DMSO, 100% Δ7-dafachronic acid | activation, % at 6.8 µM | hit rate 1.4% among 370,000;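 active = activation above the mean of all tested compounds plus 3 SD, cut at about 5.5% in these data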;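 note: 100% = response to 3 µM Δ7-dafachronic acid high control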
DAX1 inh-1: DAX1 (NR0B1) inhibitors, primary screen, cell-based, HEK293, Gal4-DAX1, luciferase luminescence; Nuclear receptor subfamily 0 group B member 1 (Homo sapiens), P51843; HEK293 Gal4-DAX1 luciferase reporter; inhibition, % at 6.75 µM; hit rate 0.99% among 340,000; AID 504766, 2011;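 active = inhibition above the mean over all tested compounds plus 3 SD, cut at about 4.2% in these data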;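 note: 0% = DAX1-transfected cells with DMSO and 100% = empty-vector control cells with DMSO; inhibition shows as a rise in luminescence from relieved DAX1 repression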
Target sequence (P51843 207-470 limits assumed): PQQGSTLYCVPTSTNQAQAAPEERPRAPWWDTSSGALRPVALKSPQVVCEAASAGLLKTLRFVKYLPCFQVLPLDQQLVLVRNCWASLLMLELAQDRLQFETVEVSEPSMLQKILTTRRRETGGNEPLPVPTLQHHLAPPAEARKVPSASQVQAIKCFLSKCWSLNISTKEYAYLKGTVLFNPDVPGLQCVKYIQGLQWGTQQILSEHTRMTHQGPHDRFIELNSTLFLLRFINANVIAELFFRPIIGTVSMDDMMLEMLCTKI
DAX1 inh-2: DAX1 (NR0B1) inhibitors on StAR promoter, primary screen, cell-based, luminescence, SF-1 (NR5A1), full-length DAX-1. HEK293T StAR-luciferase reporter, SF-1/DAX-1 repression relief. inhibition, % at 6.8 µM. hit rate 1.1% among 370,000. AID 652010, 2013;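 active = inhibition above the mean over all tested compounds plus 3 SD, cut at about 3.6% in these data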;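 note: 0% = DAX-1 cells with DMSO and 100% = cells lacking DAX-1 with DMSO; higher inhibition means more luminescence from relief of DAX-1 repression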
MBD2 DNA inh: inhibitors of MBD2 binding to methylated DNA, primary screen, biochemical, TR-FRET, DNA-binding domain, human | Methyl-CpG-binding domain protein 2 (Homo sapiens), Q9UBB5 | MBD2 binding to methylated oligonucleotide | inhibition, % at 4.4 µM | hit rate 0.31% among 370,000; in the data active = inhibition above about 13%
Target sequence (Q9UBB5 whole entry, looked up, the tested form may be a part): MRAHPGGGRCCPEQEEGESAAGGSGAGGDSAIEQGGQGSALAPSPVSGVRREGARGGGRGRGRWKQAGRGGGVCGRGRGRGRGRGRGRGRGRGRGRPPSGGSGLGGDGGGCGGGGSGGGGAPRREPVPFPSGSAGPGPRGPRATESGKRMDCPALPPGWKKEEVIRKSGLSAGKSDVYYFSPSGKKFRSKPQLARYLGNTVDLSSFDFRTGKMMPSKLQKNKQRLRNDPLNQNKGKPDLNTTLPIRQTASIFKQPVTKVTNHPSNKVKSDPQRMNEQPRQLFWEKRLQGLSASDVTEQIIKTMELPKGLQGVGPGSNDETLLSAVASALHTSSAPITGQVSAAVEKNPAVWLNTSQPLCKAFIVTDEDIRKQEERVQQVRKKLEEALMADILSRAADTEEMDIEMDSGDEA
hgDAF-12 ag: H. glycines DAF-12 receptor agonists, primary screen, cell-based, luminescence, HEK293, GAL4 fusion, UAS-luciferase; HEK293 GAL4-hgDAF12 UAS-luciferase reporter, agonist luminescence; normalized to butyrate control; activation, % at 6.8 µM; hit rate 1.8% among 370,000;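 active = activation above a cutoff set at the mean of all screened compounds plus 3 SD, cut at about 10% in these data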;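 note: 0% = DMSO wells and 100% = sodium butyrate wells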
The depositor's hits bear a star; i = inactive; . = not tested or not shown.

1: COC(=O)c1c(C(=O)OC)c(-c2cccc(Cl)c2)n2c1CS(=O)C2 (stereo not given)
2: COc1cc2c(cc1OC)C1CC(=O)C(CC(C)C)CN1CC2 (stereo not given)
3: CCOC(=O)c1cc(OCC)c2c(ccc3cc(OC)ccc32)n1
4: Cc1ccc2nc(CCc3nc4ccc(C)cc4[nH]3)[nH]c2c1
5: O=S(=O)(c1ccc(Oc2ccc(F)c(Cl)c2)nc1)N1CCOCC1
6: Cc1sc2nc(CN3CCC(C)CC3)nc(Cl)c2c1C
7: O=C(CS(=O)CC(=O)Nc1cccnc1)Nc1ccc(F)cc1 (stereo not given)
8: CC(NC(C)c1ccccc1Cl)C(=O)Nc1cccc(S(=O)(=O)N2CCCCC2)c1 (stereo not given)
assay / entry,1,2,3,4,5,6,7,8
DAX1 inh-2,0.6,-2.1,-0.1,-0.6,0.2,-0.5,0.4,-0.6
hcDAF12 agonist,-1.8,-2.5,-0.3,-3.9,-1.2,-0.6,0.2,-0.2
PLCb3 inh,-4,-21,i,-2,-5,-2,-2,-5
Rev-erbA mod,2,-6,3,7,-1,-1,3,-3
PLCg1 inh,-3,-6,-372,8,2,-2,5,9.8*
ADAM17 inh,-3,-4,-69,6,-4,1,2,11*
hgDAF-12 ag,-3.2,0.3,-0.2,-7.3,-2.7,3.6,-1.4,-4.1
MBD2 DNA inh,8,3,5,-10,-3,-1,-2,2
ssDAF-12 act,-0.8,-0.9,-0.7,-1.6,-1.2,-1.4,-0.7,-1.1
SMARCA2 activ,-5,0,2,-2,-2,1,-3,-3
DAX1 inh-1,0.2,1.5,-0.5,-1.1,1.5,.,1.0,-1.0

9: Cc1nnc(NC(=O)CN2CCN(Cc3c(Cl)cccc3Cl)CC2)s1
10: Cc1onc(-c2c(F)cccc2Cl)c1C(=O)N=C(N)N1CCCC1
11: CCOc1ccc(NC(=O)COC(=O)CC2CC3CCC2C3)cc1 (stereo not given)
12: COc1ccc(CNC(=O)c2cc3ccccc3oc2=O)cc1
13: O=C(Cc1ccc([N+](=O)[O-])cc1)Nc1ccon1
14: CC(CN1C(C)CCCC1C)OC(=O)c1ccc(F)cc1 (stereo not given)
15: CN(CC(=O)N1CCCCCC1)S(=O)(=O)c1cccc2cccnc12
16: O=C(NNC(=O)c1cccnc1SCc1cccc([N+](=O)[O-])c1)c1ccccn1
assay / entry,9,10,11,12,13,14,15,16
DAX1 inh-2,-0.1,-0.5,0.0,-0.1,0.6,-0.1,-0.5,-2.1
hcDAF12 agonist,-2.0,-0.7,-0.8,-0.6,-1.3,-0.6,-1.0,-2.0
PLCb3 inh,-3,1,-8,-8,-2,3,2,0
Rev-erbA mod,-3,8,-1,-3,2,-3,0,-4
PLCg1 inh,1,1,-3,1,1,0,2,-1
ADAM17 inh,-3,-8,0,-6,0,-2,-4,0
hgDAF-12 ag,-1.2,-1.6,-1.3,-1.0,-1.1,0.7,1.5,-7.9
MBD2 DNA inh,-3,3,0,1,-7,-2,8,4
ssDAF-12 act,-0.8,-0.7,-1.1,-0.8,-1.2,-1.5,-0.8,-0.8
SMARCA2 activ,-1,-6,-4,0,0,-2,0,-3
DAX1 inh-1,-0.9,0.7,0.3,3.0,-0.6,-0.1,0.1,-1.8

Taken from above.
In SMARCA2 activ, entry 13 has the entry 0
In PLCg1 inh, entry 16 has the entry -1
In hgDAF-12 ag, entry 2 has the entry 0.3

The listing continues:
17: CNc1cc(NS(=O)(=O)c2ccc(N)cc2)nc(NC)n1
18: Cc1ccc(CN(C)C(=O)C2CCC(=O)N(CCc3ccccc3)C2)o1 (stereo not given)
19: O=C(CSCc1cccc(Br)c1)N1CCOCC1
20: CCN(CC)c1ccc(C(=O)NNC(=O)CNC(=O)c2cccs2)cc1
21: CCCc1nc2ccccc2n1CCc1ccccc1
22: COC(/C=C/Nc1ccc(Cl)cc1)=C(C#N)C#N
23: O=C(Cc1cccs1)N/N=C/C=C/c1ccco1
24: CS(=O)(=O)c1ccc(-n2nnc3ccccc32)c([N+](=O)[O-])c1
assay / entry,17,18,19,20,21,22,23,24
DAX1 inh-2,-1.3,5.8*,0.2,0.8,0.1,0.2,-0.2,-0.5
hcDAF12 agonist,-0.9,1.6,1.5,1.7,-1.5,0.9,1.0,-2.6
PLCb3 inh,-2,-6,2,-7,0,0,-12,-7
Rev-erbA mod,5,-7,-1,-1,-2,-2,-12,-5
PLCg1 inh,-2,0,-2,1,-1,1,-13,-1
ADAM17 inh,-4,-2,1,-5,-4,-1,2,-2
hgDAF-12 ag,0.2,3.7,2.9,3.6,1.1,-3.2,1.9,-1.8
MBD2 DNA inh,-5,0,1,-7,2,-1,1,-1
ssDAF-12 act,-0.7,-0.6,-1.6,-0.4,-1.1,-0.6,-0.9,-1.0
SMARCA2 activ,-1,2,3,-1,-3,3,2,-2
DAX1 inh-1,1.6,0.6,0.8,-0.9,-1.7,0.7,-1.1,-0.4

Complete entries as entered above. Screens in order: DAX1 inh-2 | hcDAF12 agonist | PLCb3 inh | Rev-erbA mod | PLCg1 inh | ADAM17 inh | hgDAF-12 ag | MBD2 DNA inh | ssDAF-12 act | SMARCA2 activ | DAX1 inh-1
`CNc1cc(NS(=O)(=O)c2ccc(N)cc2)nc(NC)n1` is listed with -1.3 | -0.9 | -2 | 5 | -2 | -4 | 0.2 | -5 | -0.7 | -1 | 1.6
`CS(=O)(=O)c1ccc(-n2nnc3ccccc32)c([N+](=O)[O-])c1` is listed with -0.5 | -2.6 | -7 | -5 | -1 | -2 | -1.8 | -1 | -1.0 | -2 | -0.4
`Cc1ccc(CN(C)C(=O)C2CCC(=O)N(CCc3ccccc3)C2)o1` (stereo not given) is listed with 5.8* | 1.6 | -6 | -7 | 0 | -2 | 3.7 | 0 | -0.6 | 2 | 0.6
`COC(/C=C/Nc1ccc(Cl)cc1)=C(C#N)C#N` is listed with 0.2 | 0.9 | 0 | -2 | 1 | -1 | -3.2 | -1 | -0.6 | 3 | 0.7

Two entries from above, as labelled records:
24: CS(=O)(=O)c1ccc(-n2nnc3ccccc32)c([N+](=O)[O-])c1
  DAX1 inh-2: -0.5	hcDAF12 agonist: -2.6	PLCb3 inh: -7	Rev-erbA mod: -5	PLCg1 inh: -1	ADAM17 inh: -2	hgDAF-12 ag: -1.8	MBD2 DNA inh: -1	ssDAF-12 act: -1.0	SMARCA2 activ: -2	DAX1 inh-1: -0.4

18: Cc1ccc(CN(C)C(=O)C2CCC(=O)N(CCc3ccccc3)C2)o1 (stereo not given)
  DAX1 inh-2: 5.8*	hcDAF12 agonist: 1.6	PLCb3 inh: -6	Rev-erbA mod: -7	PLCg1 inh: 0	ADAM17 inh: -2	hgDAF-12 ag: 3.7	MBD2 DNA inh: 0	ssDAF-12 act: -0.6	SMARCA2 activ: 2	DAX1 inh-1: 0.6
